# KCNQ2 inh: KCNQ2 potassium channel inhibitors, primary screen, cell-based, CHO-K1, FluxOR thallium flux, B-score (AID 2156). O88943. 20 min; hits give low values. B-score at 10 µM. 310,000 tested, 1.1% active;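 active means fluorescence ratio B-score at most minus 3 library SDs, with starting brightness B-score within 2 library SDs, cut at about -5.5 in these data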
# Target sequence (O88943 whole entry, looked up): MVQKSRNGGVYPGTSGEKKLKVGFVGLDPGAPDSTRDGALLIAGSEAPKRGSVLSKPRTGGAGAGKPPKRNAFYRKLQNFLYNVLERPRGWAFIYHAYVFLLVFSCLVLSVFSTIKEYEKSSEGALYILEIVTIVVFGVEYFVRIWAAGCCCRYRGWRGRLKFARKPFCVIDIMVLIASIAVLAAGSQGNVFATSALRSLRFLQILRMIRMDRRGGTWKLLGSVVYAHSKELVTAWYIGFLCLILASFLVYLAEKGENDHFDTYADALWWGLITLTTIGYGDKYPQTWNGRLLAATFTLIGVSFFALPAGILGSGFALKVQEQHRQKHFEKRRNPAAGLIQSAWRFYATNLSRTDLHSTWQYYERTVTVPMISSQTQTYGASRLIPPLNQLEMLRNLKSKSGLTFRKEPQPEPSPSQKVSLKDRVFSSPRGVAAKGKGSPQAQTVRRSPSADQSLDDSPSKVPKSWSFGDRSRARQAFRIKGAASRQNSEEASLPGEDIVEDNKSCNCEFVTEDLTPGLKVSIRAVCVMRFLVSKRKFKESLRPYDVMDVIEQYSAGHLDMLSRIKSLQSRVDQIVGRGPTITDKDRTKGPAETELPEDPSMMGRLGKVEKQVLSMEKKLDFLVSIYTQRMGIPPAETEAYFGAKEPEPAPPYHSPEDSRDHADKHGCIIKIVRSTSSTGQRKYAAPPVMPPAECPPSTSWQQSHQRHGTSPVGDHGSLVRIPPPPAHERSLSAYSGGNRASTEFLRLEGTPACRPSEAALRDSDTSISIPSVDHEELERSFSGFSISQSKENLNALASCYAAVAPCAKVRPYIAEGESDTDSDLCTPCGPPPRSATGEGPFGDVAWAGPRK
# Kir21 inh: blocks the mouse Kir2.1 inward-rectifier potassium channel. P35561. HEK293-Kir2.1, FluxOR thallium flux fluorescence; hits give low values. B-score at 10 µM. 310,000 tested, 0.85% active;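 active means fluorescence ratio B-score at or below minus 3 SD of library scores, with starting-brightness B-score within 2 SD, cut at about -4.2 in these data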;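 further: channel flux triggered by added potassium and thallium sulfate stimulus; B-score of peak minus minimum fluorescence over baseline after thallium stimulus; more negative B-score means stronger Kir2.1 block with less thallium influx; some compounds called inactive have numbers as strong as hits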
# Numbers without * were called inactive; i = inactive. Random draw from the library; any-hit rate near 1.9%.
SMILES,KCNQ2 inh,Kir21 inh
CCc1ccccc1NC(=S)Nc1cc(OC)c(NC(=O)C(C)C)cc1OC,i,-0.64
Cn1cccc1C(=O)OCC(=O)c1cc2ccccc2o1,i,-1.4
COCCNC(=O)Cn1c(=O)n(CCCC(=O)NCc2ccc3c(c2)OCO3)c(=O)c2sccc21,i,-1.1
COc1ccccc1N1CCN(C(=O)C2CCN(C(=O)c3ccccc3C)CC2)CC1,i,-0.6
CCOC(=O)c1snc2c(=O)[nH]cnc12,i,-0.04
Cc1nnc(SCC(=O)NC(C)c2ccccc2)[nH]c1=O (stereo unspecified),i,0
CCN(CC)c1ccc(NC(=O)CN(C)Cc2cccs2)cc1,i,0.09
CCCCn1nc2cc(C(=O)NCC3CC3)ccc2c1OCC,i,1.8
Cc1ccc(N2N=C(c3ccc(F)cc3)CC2c2ccco2)cc1 (stereo unspecified),i,0.28
N#C/C(=C\c1ccc(-c2ccccc2[N+](=O)[O-])o1)C(N)=O,i,-1.9
Cc1ccc(CCNS(=O)(=O)c2ccc3c(c2)N(C)CCO3)cc1,i,-0.72
CCOC(=O)Cn1cnc2sc3c(c2c1=O)CCC3,i,-2.3
COc1ccccc1C(CNC(=O)c1ccc(NS(=O)(=O)c2ccc(F)c(C)c2)cc1)N(C)C (stereo unspecified),i,0.42
O=C(NNS(=O)(=O)c1ccc(Cl)cc1)c1sccc1-n1cccc1,i,-0.07
FC(F)(F)c1cc(-c2ccco2)nc(-n2nc(C(F)(F)F)cc2C2CC2)n1,i,0.17
Cc1cccc(-c2noc(CN(C)C(=O)c3ccco3)n2)c1,i,0.27
COc1cc(S(=O)(=O)N2CCC(c3nc4ccccc4s3)CC2)ccc1S(=O)(=O)NC1CCCC1,i,-0.02
N/C(=N\OC(=O)CCCc1ccccc1)c1ccccc1,i,-1.2
CCOCCCNC(=O)c1cc2sc(Cl)cc2n1CC,i,1.8
CCOC(=O)Cc1csc(NC(=O)/C=C/c2ccco2)n1,i,0.01
CN1CCN(C(=S)SCC(=O)Nc2nc(-c3ccccc3)c(-c3ccccc3)o2)CC1,i,-2.4
CC(=O)OCC(CCn1cnc2cnc(N)nc21)COC(C)=O,i,0.09
NC1=NN(c2cccc(C(=O)O)c2)C(=O)C1,i,-0.48
CCCOc1ccc(N2C(=O)CC(NCCNc3ccc(S(=O)(=O)CC)cc3)C2=O)cc1 (stereo unspecified),i,-1.6
CC(=O)c1ccc(S(=O)(=O)N(CCCO)Cc2cc3cc(C)ccc3[nH]c2=O)cc1,i,-0.47

# New compounds follow
SMILES,KCNQ2 inh,Kir21 inh
C=CCN(C)NC(=S)Nc1ccccc1,i,0.05
CC1CC(C)(C)NC(=O)O1 (stereo unspecified),i,0.75
OC(c1ccccc1)c1cccnc1 (stereo unspecified),i,0.43
CCOc1ccc(S(=O)(=O)N(C)CC(=O)NCc2ccco2)cc1,i,1.3
Cc1ccc(C)c(OCCOCCN2CCOCC2)c1,i,-0.89
COc1cccc(OCCN2CCN(c3ncnc4c3cnn4-c3ccccc3)CC2)c1,i,2.7
CCN1CCCC1CN(Cc1cc2ccc(C)cc2[nH]c1=O)C(=S)Nc1ccc(OC)cc1 (stereo unspecified),i,1.5
COc1cccc(NC(=O)CN2C(=O)COc3ccc(S(=O)(=O)N4CCCCCC4)cc32)c1,i,-0.78
Cc1c(C(C)C)c(=O)n(-c2ccc(S(=O)(=O)NCc3ccccc3)cc2)n1C,i,-0.06
CCCCc1nc(N2CCN(C(=O)c3ccco3)CC2)c(C#N)c2c1CCCC2,i,-1.3
O=C(Nc1ccc(F)cc1F)c1cc2nc3c(c(C(F)(F)F)n2n1)CCCC3,i,0.41
CCn1c(N)[n+](CC(=O)Nc2ccc(SC(F)F)cc2)c2ccccc21,i,-1.7
COc1ccc(NC(=O)CSc2ccc3c(c2)OCCO3)cc1OC,i,-0.09
NC(=S)N/N=C/c1cc([N+](=O)[O-])ccc1Cl,i,0.81
O=[N+]([O-])c1ccc(OCn2cncn2)cc1,i,-2.1
O=C(CO/N=C/c1ccccc1OC(F)F)NCc1ccco1,i,0.15
O=C1CC(/C=C/c2ccc([N+](=O)[O-])cc2)=Nc2ccccc2N1,i,0.06
COc1ccc(C(=O)CCC(C)(C)[N+](=O)[O-])cc1OC,i,0.83
CCOC(=O)c1sc(SC)c2c1CCCC2=O,i,0.43
COc1ccc(/C=C2\Sc3ccc(C(=O)NC4CC4)cc3N(C)C2=O)cc1OC,i,0.04
Cc1cc(C(=O)NNc2ccc(F)cc2F)no1,i,0.04
O=[N+]([O-])c1ccc2nccn2c1,i,1.1
C=CCn1c(SCc2csc(-c3ccc(Cl)cc3)n2)nnc1-c1ccccc1OC,i,-0.52
Cc1cccc(C2c3[nH]c4ccccc4c3CCN2C(=O)c2ocnc2C)n1 (stereo unspecified),i,-0.73
Cc1ccc(-c2csc3nc4cc(C(N)=O)ccc4c(=O)n23)cc1,i,0.29

# Full records, quoted from the list:
# Record of CN1CCN(C(=S)SCC(=O)Nc2nc(-c3ccccc3)c(-c3ccccc3)o2)CC1 = KCNQ2 inh = i; Kir21 inh = -2.4
# Record of CCOC(=O)Cn1cnc2sc3c(c2c1=O)CCC3 = KCNQ2 inh = i; Kir21 inh = -2.3

# The listing picks up with the 7 entries that preceded the break.
SMILES,KCNQ2 inh,Kir21 inh
CCOC(=O)c1sc(SC)c2c1CCCC2=O,i,0.43
COc1ccc(/C=C2\Sc3ccc(C(=O)NC4CC4)cc3N(C)C2=O)cc1OC,i,0.04
Cc1cc(C(=O)NNc2ccc(F)cc2F)no1,i,0.04
O=[N+]([O-])c1ccc2nccn2c1,i,1.1
C=CCn1c(SCc2csc(-c3ccc(Cl)cc3)n2)nnc1-c1ccccc1OC,i,-0.52
Cc1cccc(C2c3[nH]c4ccccc4c3CCN2C(=O)c2ocnc2C)n1 (stereo unspecified),i,-0.73
Cc1ccc(-c2csc3nc4cc(C(N)=O)ccc4c(=O)n23)cc1,i,0.29
Cc1cc(C)c(S(=O)(=O)/N=C2\C=C(Nc3ccc(C(=O)O)cc3)C(=O)c3ccccc32)c(C)c1,i,0.62
O=c1sc2ccccc2n1CCOc1ccccc1,i,-1.6
O=C(N/N=C/c1cn(-c2ccccc2)nc1-c1cccs1)c1ccccc1F,i,0.77
Cc1nc2c(C)cccc2cc1C(=O)N/N=C/c1ccc(O)cc1,i,0.44
CC(C)CSc1nnc2[nH]c(=O)cc(N)n12,i,-0.08
Cc1cccc(C(C)C)c1NC(=O)CSc1nncn1C,i,-0.19
CC(=O)Nc1ccc(NC(=O)CSc2nc(=O)n3cccc(C)c3n2)cc1,i,0.75
COCc1nnc(NC(=O)C2CCN(C(=O)c3ccco3)CC2)s1,i,-0.76
Cc1c(Cl)cccc1NC(=S)NCCC(c1ccccc1)c1ccccc1,i,1.2
CCC(CC)C(=O)c1c[nH]c(C(=O)NCc2cccs2)c1,i,2.1
Cc1ccc(NC(=O)CCc2ccc(C)o2)c(C)c1,i,-1.3
Cc1cc(C(=O)NCc2cccs2)no1,i,-0.46
O=C1CC(NC(=O)C(F)(F)F)c2cc3c(cc21)OCO3 (stereo unspecified),i,0.13
CCCCc1c(O)c2ccccc2[nH]c1=O,i,0.7
CN(Cc1ccccc1)S(=O)(=O)c1ccc(Cl)c(C(=O)OCC(N)=O)c1,i,-1.7
Cc1cc(C(F)(F)F)c2c(C)nn(CCc3nn[nH]n3)c2n1,i,-0.56
Cc1ccc2c(c1)C(c1ccc(O)cc1)(c1ccc(O)cc1)C(=O)N2C,i,-0.84
CCCCC(c1nnnn1C1CCCC1)N1CCN(C(=O)c2ccco2)CC1 (stereo unspecified),i,-1.9
Oc1c(CN2CCOCC2)ccc2ccccc12,i,-2.7
COC(=O)c1sc(NC(=S)NC(=O)c2ccccc2Cl)nc1C,i,0.35
CN1CCN(c2nc(-c3ccccc3Cl)nc3ccccc23)CC1,i,-1.7
Cc1nn(S(=O)(=O)c2ccc(Br)cc2)c(C)c1S(=O)(=O)N1CCOCC1,i,-1.3
O=C(CC1C(=O)N(c2ccccc2)C(=O)N1Cc1ccco1)Nc1ccccc1 (stereo unspecified),i,-0.58
O=C1OC(c2cccs2)=N/C1=C\c1ccc(-c2cccc(Cl)c2)o1,i,-0.05
Cc1ccc(S(=O)(=O)Nc2ccc3nc(C)sc3c2)cc1,i,0.34

# The list continues:
SMILES,KCNQ2 inh,Kir21 inh
Cc1ccc(-c2nnc(Nc3ccc(C(=O)N(C)C)cc3)c3ccccc23)cc1S(=O)(=O)NC(C)(C)CO,i,-0.44
COc1ccc(NC(=S)NCC2CCCO2)c(OC)c1 (stereo unspecified),i,0.33
COc1cc(-c2cc(-c3ccc(F)cc3)nc(N)c2C#N)ccc1O,i,0.67
Cc1cccc(NC(=O)C2C3C=CC4(O3)C2C(=O)N(CCCN2CCCC2)C4C(=O)NC2CCCC(C)C2C)c1 (stereo unspecified),i,-1.6
O=C(Nc1nc2ccsc2c(=O)s1)C1CCC1,i,0.22
CCc1cc(C(=O)NC2CCCc3c2cnn3-c2cccc(C)c2C)n(C)n1 (stereo unspecified),i,-0.56
Cc1ccc(S(=O)(=O)N2CCCCC2)cc1NC(=O)CSc1ncn[nH]1,i,0.42
COc1ccc(-c2csc(CCn3nc(C)cc3C)n2)cc1OC,i,-0.42
CCCS(=O)(=O)Nc1cccc(-c2ccc3nnc(C)n3n2)c1,i,0.92
c1ccc(CNc2nc(NCc3ccccc3)c3ccccc3n2)cc1,i,-0.06
COC(=O)CSc1nnc(CNC(=O)c2cc(OC)c(OC)c(OC)c2)n1C,i,1.9
CCn1c(N2CCN(C(=O)Nc3ccc(F)cc3)CC2)nc2ccccc21,i,-1.4
O=C(Nc1ccccc1)c1ccccc1OCc1ccc(F)cc1,i,0.28
O=C(Nc1ccccc1O)c1cc(S(=O)(=O)N2CCOCC2)c(Cl)cc1Cl,i,0.2
Cc1ccc(C(=O)CSc2nnc(-c3cccnc3)n2N)cc1,i,-0.51
CCn1c(SCC(=O)N/N=C/C=C/c2ccccc2[N+](=O)[O-])nnc1-c1ccc(Cl)cc1,i,-1.3
O=C(O)CN1C(=O)C(=O)N(Cc2c(F)cccc2Cl)C1=O,i,1.4
CC(=O)Nc1cccc(CNCc2cccc(NC(C)=O)c2)c1,i,1
O=C(O)c1[nH]c2ccc(Cl)cc2c1CCN1C(=O)c2ccccc2C1=O,i,-0.38
CC(C)(CO)NCc1cccs1,i,-0.96
COc1cc2c(cc1OC)C(C)=NCC2,i,1.2
O=C(Cc1ccccc1)NNC(=O)Nc1ccccc1,i,0.69
Cc1ccc(C(=O)Oc2ccc(-c3nccc(-c4ccccn4)n3)cc2)cc1,i,0.21
Nc1ncc2c(n1)-c1ccoc1CC2,i,0
COC(=O)/C=C1\NCCSC1=O,i,1.7

# (continued)
SMILES,KCNQ2 inh,Kir21 inh
O=C(OC(C(=O)c1c[nH]c2ccccc12)c1ccccc1)c1cnccn1 (stereo unspecified),i,-0.56
COc1ccc(CN2CCNC(=O)C2CC(=O)NCCCC2CCCC2)c(C)c1C (stereo unspecified),i,2.5
C=C(C)CN(CC)C(=O)c1ccc(OC2CCN(S(=O)(=O)N(C)C)CC2)cc1,i,-0.13
CC(OC(=O)c1ccc(Cl)nc1)C(=O)NCc1ccc2c(c1)OCO2 (stereo unspecified),i,1.6
Cn1cnnc1SCC(=O)c1cccc([N+](=O)[O-])c1,i,0
CC(=O)NCc1c(Cl)cccc1-n1cccc1,i,0.67
Cc1ccc(CNC(=O)COc2ccc(C)nc2[N+](=O)[O-])cc1,i,1.1
Nc1c2c(nc3ccccc13)N(c1ccccc1)CC2,i,-0.94
Cc1ccc(NC(=O)/C=C\C(=O)NCC(=O)O)cc1C,i,0.2
COC(=O)Cn1cnc2scc(-c3ccc(C)cc3)c2c1=O,i,0.19
Nc1ccc(C(=O)c2cccs2)cn1,i,-1.1
CCCn1c(SCC(=O)NCC)nc2sc3c(c2c1=O)CCC3,i,-0.18
O=C(/C=C/c1ccc(Cl)cc1)Nc1ccc(CN2CCOCC2)cc1,i,0.4
Nc1nc(-c2ccccc2)cs1,i,0.33
CCNc1nc(SCC(=O)OC)nc(N2CCOCC2)n1,i,0.57
COc1cccc(N2CC(O)=C(c3ccccc3)C2=N)c1,i,2
Cc1ccc(S(=O)(=O)Oc2cccc(/C=N/n3cnnc3)c2)cc1,i,-0.28
CC1=NN(C(C#N)c2ccc(F)cc2)C(c2ccccc2)C1 (stereo unspecified),i,0.09
COc1cc(/C=C/C(=O)O)cc(S(=O)(=O)Nc2cccc(S(=O)(=O)N3CCOCC3)c2)c1OC,i,-0.04
COc1ccc(-n2c(N)cc(=O)[nH]c2=O)cc1,i,-0.51
COc1ccc(NC(=O)CCCNC(=O)Cn2cnc3sc4c(c3c2=O)CCCC4)cc1OC,i,-0.1
COc1ccc(N2CCN(c3nc(C)c(C)c(=O)[nH]3)CC2)cc1,i,0.78
CCOc1ccc(Nc2nc(Cl)nc(N3CCN(c4ccc(OC)cc4)CC3)n2)cc1,i,-0.1
Cc1cc(C)n(Cc2ccc(Cl)c(Cl)c2)c(=O)c1S(=O)(=O)c1ccccc1,i,0.8
CCC(=O)N1CCCc2cc(S(=O)(=O)N3CCCc4ccccc43)ccc21,i,-2.5

# Continuation.
SMILES,KCNQ2 inh,Kir21 inh
COC(=O)Cn1c(=NC(=O)C(C)C)sc2c(C)cc(C)cc21,i,0.5
Cc1ccc(F)cc1NC(=O)CN1CCN(c2ccccn2)CC1,i,-2.3
Cc1cccc(C)c1NC(=O)CNC(=O)Cc1ccc(Br)cc1,i,0.16
Oc1ccc(CNc2ccccc2O)cc1,i,0
CC(C)CN1CCC(=O)N(CCC#N)CC1,i,-0.07
COc1ccc(C(=O)NC2CC3CCCC(C2)N3CC(C)C)cc1 (stereo unspecified),i,1.3
Cc1ccccc1-c1nnn(CC(=O)N2CCN(S(=O)(=O)c3ccc(Cl)cc3)CC2)n1,i,-0.69
